SENP8 block-1 – inhibitors of human SENP8 protease | actives 1.2% (n = 330,000) | Q96LD8 | inhibition, % at 10 µM | purified SENP8, Z-RLRGG-aminoluciferin cleavage, luminescence | AID 2540; in the data active = inhibition above about 50%
Target sequence (Q96LD8 whole entry, looked up): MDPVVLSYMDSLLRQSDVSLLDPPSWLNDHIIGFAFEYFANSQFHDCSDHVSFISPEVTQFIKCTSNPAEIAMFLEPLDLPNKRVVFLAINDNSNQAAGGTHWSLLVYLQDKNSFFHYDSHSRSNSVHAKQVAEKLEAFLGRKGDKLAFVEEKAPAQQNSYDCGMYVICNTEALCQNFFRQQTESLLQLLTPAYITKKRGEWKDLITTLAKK
UBC13 inh – blocks human UBC13 polyubiquitin chain formation | P61088 | TR-FRET | inhibition, % at 20 µM | actives 0.47% (n = 330,000) | AID 485273; in the data active = inhibition above about 45%, passing the limit was not always enough; inconclusive = no clear call, values can overlap the other calls
MIN6 prolif – inducers of beta-cell replication in MIN6 cells. AID 2380. actives 0.29% (n = 330,000). MIN6 cells proliferation, ATPlite luminescence, 48 h; cells starved in 0.2% serum; 100% = growth in 10% serum. proliferation, % at 10 µM;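 active = compounds whose signal lies at least 3.5 SD above the mean of all wells on their plate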;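 note: 0% = DMSO-treated cells in low-serum medium and 100% = 10% serum control; some compounds called inactive have numbers as strong as hits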
PfGluPho inh – PfG6PD (Plasmodium falciparum) enzyme inhibition. inhibition, % at 20 µM. actives 0.78% (n = 350,000). PfGluPho enzyme, NADPH resazurin-diaphorase fluorescence. AID 504690;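 active = inhibition reaching at least a set limit at 20 µM in the primary screen, cut at about 59% in these data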;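 note: 0% = DMSO wells with substrate and 100% = DMSO wells lacking glucose-6-phosphate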
HKDC1 inhibitor – inhibitors of human hexokinase HKDC1; Q2TB90; recombinant HKDC1, G6PDH/diaphorase resazurin coupled fluorescence; inhibition, % at 20 µM; actives 0.16% (n = 340,000); AID 493160;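 active = inhibition above about 35% when tested at 20 µM, limit read from the data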;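 note: plate controls were DMSO wells with enzyme for no effect and DMSO wells lacking enzyme for full effect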
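Incubation: 90 min at room temperature in dark / Material: recombinant HKDC1 (HK5) hexokinase enzyme, produced in-house / Quantity: enzyme 5 µg/mL final / Compound: one dose of 20 µM, 1% DMSO / Reagent: glucose and ATP substrates / Buffer or medium: Tris pH 8.0 buffer with MgCl2, Tween-20, BSA, BME / Technique: resorufin fluorescence at 613 nm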
SENP7 inh – SENP7 protease inhibition; Q9BQF6; recombinant SENP7, Z-RLRGG-aminoluciferin luminescence, 40 min; inhibition, % at 5 µM; actives 1.5% (n = 330,000);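 active = inhibition above about 50% at the single test dose, limit read from the data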;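 note: plate controls were DMSO with enzyme for no effect and no enzyme buffer wells for full effect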
Target sequence (Q9BQF6 706-1050 limits assumed): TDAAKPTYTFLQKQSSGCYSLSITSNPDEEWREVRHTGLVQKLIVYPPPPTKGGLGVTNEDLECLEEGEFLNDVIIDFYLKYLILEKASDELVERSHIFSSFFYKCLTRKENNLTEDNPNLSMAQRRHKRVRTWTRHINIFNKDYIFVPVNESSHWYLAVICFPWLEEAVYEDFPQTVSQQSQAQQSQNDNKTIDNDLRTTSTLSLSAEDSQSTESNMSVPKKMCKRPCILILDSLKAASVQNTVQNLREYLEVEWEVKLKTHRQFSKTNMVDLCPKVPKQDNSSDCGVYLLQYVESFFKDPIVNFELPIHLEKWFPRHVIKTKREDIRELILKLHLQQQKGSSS
SENP8 block-2 – inhibitors of human SENP8 protease; Q96LD8; recombinant SENP8, Nedd8 substrate fluorescence; inhibition, % at 20 µM; actives 0.64% (n = 360,000); AID 602440; in the data active = inhibition mostly above about 40%, no sharp cut-off; inactive = mostly below about 27%
SENP1 inh – inhibitors of human SENP1 SUMO protease catalytic domain; Q9P0U3; recombinant SENP1 catalytic domain, CyPet-SUMO1-YPet FRET cleavage; inhibition, % at 10 µM; actives 0.21% (n = 360,000); AID 624204;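 active = inhibition at least 30% at 10 µM, raw YFP signal under a set limit, fluorescence ratio 0.5 to 1.5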;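 note: 0% = enzyme with DMSO and 100% = no enzyme wells; some results filed as inactive read as strong as hits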
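Material: hSENP1 catalytic domain, recombinant; medium: Tris pH 8 with BME, BSA, NP40 and catalase; compound: single concentration of 10 µM compound, 0.5% DMSO final; technique: FRET read of cyan and yellow fluorescence; timing: 50 min enzyme reaction, room temperature, light-protected; reagent: SFCypet-SUMO1-SFYpet substrate at 25 nM; control set: no-enzyme low, enzyme-DMSO high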
SENP6 inh – inhibitors of human SENP6 protease | Q9GZR1 | Recombinant SENP6 catalytic domain, aminoluciferin luminescence | inhibition, % at 10 µM | actives 1.8% (n = 330,000);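 active = inhibition above about 50% at the single tested dose, limit read from the data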;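 note: plate controls were DMSO wells with enzyme for no effect and DMSO wells lacking enzyme for full effect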
Target sequence (Q9GZR1 628-1112 limits assumed): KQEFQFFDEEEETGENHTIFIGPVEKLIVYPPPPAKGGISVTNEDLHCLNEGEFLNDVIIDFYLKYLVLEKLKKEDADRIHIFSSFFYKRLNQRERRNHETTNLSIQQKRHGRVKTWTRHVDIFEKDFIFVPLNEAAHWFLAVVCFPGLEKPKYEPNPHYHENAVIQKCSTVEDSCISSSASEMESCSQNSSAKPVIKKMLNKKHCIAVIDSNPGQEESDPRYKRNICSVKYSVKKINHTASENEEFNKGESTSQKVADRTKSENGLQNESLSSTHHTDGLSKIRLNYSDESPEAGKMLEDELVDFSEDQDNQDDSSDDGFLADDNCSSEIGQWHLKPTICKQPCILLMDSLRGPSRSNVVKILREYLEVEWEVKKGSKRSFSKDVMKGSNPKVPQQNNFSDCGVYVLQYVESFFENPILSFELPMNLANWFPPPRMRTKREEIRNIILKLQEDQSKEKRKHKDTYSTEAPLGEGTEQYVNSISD
Starred values were filed as active, the others as inactive; ? = inconclusive; / = not tested or not shown. An unsorted share of the library; about 4% have a hit in one of these screens.

SMILES	SENP8 block-1	UBC13 inh	MIN6 prolif	PfGluPho inh	HKDC1 inhibitor	SENP7 inh	SENP8 block-2	SENP1 inh	SENP6 inh
CC(C)(C)c1ccc(NC(=O)C2=CC=CN3CCS(=O)(=O)N=C23)cc1	0	-2	-6	7	0	-1	-1	-2	-2
CCOc1ccc(C(=O)OCC(=O)N2CC(C)OC(C)C2)cc1OCC (stereo not given)	-5	3	0	-5	-5	8	11	1	2
CC(/C=C/c1ccco1)=N\NC(=O)CNc1cccc(C)c1	-5	-16	-2	-4	6	-4	11	0	2
CN1CCc2c(sc3c2c(=O)n(-c2ccccc2)c2n[nH]c(=S)n32)C1	-5	-24	-1	53	-7	0	13	-1	-2
Cc1cc(C)n(CC(=O)Nc2ccccc2)n1	4	2	-2	-12	-5	8	18	1	-5
N#C/C(=C\c1ccc(-c2ccc(Br)cc2)o1)C(=O)NCCc1c[nH]c2ccccc12	-1	-12	-6	23	-5	12	-32	-113	-8
COc1ccc(/C=N/NC(=O)c2cc(-c3ccccc3OC(C)C)nc3ccccc23)cc1CN1CCOCC1	4	22	0	-33	0	4	-32	-3	5
CS(=O)(=O)c1ccc(Cl)c(NC(=O)COC(=O)c2cccc(S(=O)(=O)N3CCCCC3)c2)c1	2	-5	0	-19	6	3	3	2	-12
O=C(Cc1ccccc1)N/N=C/c1cc2c(cc1Cl)OCO2	-18	-3	-4	-12	1	-6	11	1	-15
COc1ccc(-c2noc(CCCC(=O)Nc3ccc(C(N)=O)cc3)n2)cc1	-8	3	-3	-11	-5	-2	9	1	-22
Cc1cccc(C)c1NC(=O)Cn1cnc2c(=O)n(C)c(=O)n(C)c21	-10	-10	-2	-4	-13	-4	21	0	-10
CC1C(c2ccccc2)N(C)C(c2ccccc2)CC1(O)c1ccc(F)cc1 (stereo not given)	/	/	/	26	-2	/	12	0	/
CC1(C)CN(c2cccc(C#N)c2)C1=O	-2	2	-1	3	-6	0	-1	0	29
CCOc1ccc(NCc2cccn2-c2nnc(N3CCC(C(=O)NCCCN4CC(C)CC(C)C4)CC3)s2)cc1 (stereo not given)	-1	16	-8	8	0	-2	11	0	2
CS/C(N)=N/N=C/c1cc(C)ccc1O	54*	-12	-6	4	-1	63*	17	-2	-2
COc1ccc(CC(=O)N2CCN=C2SC)cc1OC	4	1	-4	0	-5	-2	-12	-1	-10
Fc1nc(N2CCCC2)c(F)c(Oc2ccccc2Oc2c(F)c(F)nc(N3CCCC3)c2F)c1F	0	-22	-3	0	7	2	-34	1	8
CN1CCN(CCNC(=O)c2cc3c(=O)n(C)c4ccccc4c3n2C)CC1	-16	10	-1	18	-1	-9	-56	1	-20
Cn1c(SCC(=O)c2ccc(F)cc2)nnc1-c1cnccn1	-6	-1	-2	1	1	-4	16	2	-6
Nc1nnc(SCC(=O)Nc2ccc(S(=O)(=O)N3CCOCC3)cc2)s1	-5	1	0	11	10	-8	12	-1	-4
CC(C)=C(NC(=O)c1ccccc1)C(=O)Nc1ccc(C(=O)O)cc1	-5	-8	-1	12	-7	-3	24	3	0
CC(=O)N1N=C(c2ccc3nccnc3c2)CC1c1ccccc1 (stereo not given)	6	-2	0	-3	-11	9	16	-1	-19
O=C(Nc1ccc(Cc2ccncc2)cc1)c1cc([N+](=O)[O-])ccc1N1CCOCC1	-5	-4	0	2	2	11	10	3	-1
COc1ccc(CNC(=O)CC2Sc3ccccc3NC2=O)cc1 (stereo not given)	-2	5	1	-6	-4	2	10	2	14
Cc1ccc(-c2nc3c(c(=O)[nH]c(=O)n3Cc3ccccc3)n2Cc2ccccc2)o1	/	/	/	18	-1	/	-413	-28	/
CC(C)Cc1ccc(C2=CSC3=NCCN23)cc1	-11	10	-2	1	-4	-2	3	0	-11
C/C(=N\NC(=O)c1ccncc1)c1ccc(N2CCOCC2)cc1	-7	-10	0	-9	-9	-3	16	-2	-7
COCc1ccc(C(=O)N2CCCCC2C(=O)Nc2ccc(-n3nc(C)cc3C)cc2)o1 (stereo not given)	-4	-3	1	-1	-6	-7	10	0	-3
O=C(NCCOc1ccc(Cl)cc1)C(=O)NCC1CCCO1 (stereo not given)	-12	-2	1	3	-10	2	7	-2	-15
CC1CN(C(=O)c2ccccc2Nc2ccc(SC(F)F)cc2)CC(C)O1 (stereo not given)	3	2	-3	8	-8	6	5	0	2
COC(=O)C1CCN(CC(=O)Nc2sc3c(c2C#N)CCC3)CC1	-1	8	1	-8	-5	1	19	-4	-18
O=C(O)c1ccc(Cl)c(S(=O)(=O)N2CCCCCC2)c1	-7	8	-1	-22	-6	2	8	1	-5
CCN(CCn1cccn1)C(=O)c1cc(COc2cccc3cccnc23)on1	-1	6	2	-2	0	2	-102	1	-2
O=C(Cn1cnc2c(nnn2Cc2ccc(F)cc2)c1=O)N1CCCc2ccccc21	-6	0	-3	6	3	-3	9	1	-4
C=CCN1C(=O)[C@@H]2Cc3c([nH]c4ccccc34)C(c3cc(OC)c(OC)c(OC)c3)N2C1=S (stereo not given in full)	4	-2	-4	1	-2	6	4	-26	-6
O=C(Nc1ccc2c(c1)OCCO2)C1CCN(S(=O)(=O)c2cccs2)CC1	-11	-1	0	16	-7	-10	11	1	5
Cc1cc(NCc2ccccc2)n2ncnc2n1	-10	6	-4	-12	-6	-7	4	1	-16
Cc1ccc(C(=O)CSc2nnc(CNc3nc(-c4ccccc4)cs3)n2C)cc1	-4	-1	-2	11	-1	4	15	-1	-18
CC(NC(=O)c1ccccc1Cl)C(=O)OCc1cn2cc(Cl)ccc2n1 (stereo not given)	-11	-3	-3	7	-5	-9	-14	0	-22
CCOC(=O)C1CCN(c2ncnc3c(C)csc23)CC1	4	1	-4	-8	-7	2	10	-1	1

Whole records from above. Order of values: SENP8 block-1 | UBC13 inh | MIN6 prolif | PfGluPho inh | HKDC1 inhibitor | SENP7 inh | SENP8 block-2 | SENP1 inh | SENP6 inh
Results for CC(C)=C(NC(=O)c1ccccc1)C(=O)Nc1ccc(C(=O)O)cc1 → -5 | -8 | -1 | 12 | -7 | -3 | 24 | 3 | 0
Results for CC(=O)N1N=C(c2ccc3nccnc3c2)CC1c1ccccc1 (stereo not given) → 6 | -2 | 0 | -3 | -11 | 9 | 16 | -1 | -19
Results for CC(C)Cc1ccc(C2=CSC3=NCCN23)cc1 → -11 | 10 | -2 | 1 | -4 | -2 | 3 | 0 | -11
Results for O=C(NCCOc1ccc(Cl)cc1)C(=O)NCC1CCCO1 (stereo not given) → -12 | -2 | 1 | 3 | -10 | 2 | 7 | -2 | -15
Results for C=CCN1C(=O)[C@@H]2Cc3c([nH]c4ccccc34)C(c3cc(OC)c(OC)c(OC)c3)N2C1=S (stereo not given in full) → 4 | -2 | -4 | 1 | -2 | 6 | 4 | -26 | -6

The results go on.
SMILES	SENP8 block-1	UBC13 inh	MIN6 prolif	PfGluPho inh	HKDC1 inhibitor	SENP7 inh	SENP8 block-2	SENP1 inh	SENP6 inh
CCC/C(O)=C1\C(=O)CCCC1=NCCc1c(C)[nH]c2ccc(C)cc12	0	17	-2	2	-3	-24	19	-1	-33
CC(C)c1c(C(=O)N/N=C/c2cccc3ccccc23)nnn1-c1nonc1N	-1	-9	-5	41	3	7	-10	3	-6
COc1ccc(CCNC(=O)C(=O)NCc2ccc(Cl)cc2)cc1OC	10	6	1	8	-5	7	-6	-1	5
CCC(C)Sc1ccc([C@H]2N[C@@](CC(C)C)(C(=O)OC)[C@H]3C(=O)N(C)C(=O)[C@@H]23)cc1 (stereo not given in full)	-3	14	-6	17	6	0	-5	-1	-12
CCOC(=O)c1c(C)[nH]c(NC(=O)NNC(=O)c2ccc(OC)cc2)c1C	-11	-4	-3	-5	4	-4	-9	-11	-10
CCOc1ccc(C(=O)N/N=C(\c2ccccc2)c2ccccn2)cc1	10	-1	-3	-10	4	7	34	3	8
Cc1ccn2c(CNCCn3nc(C)cc3C)c(C(=O)N3CCCCCC3)nc2c1	-4	18	-3	3	-4	0	-30	-2	10
O=C(O)CSc1ncnc2sc(-c3ccccc3)cc12	-14	12	3	-19	0	0	-110	-1	-6
COc1cccc(N2CCN(c3ncnc4c3[nH]c3ccc(F)cc34)CC2C)c1 (stereo not given)	1	8	-6	14	0	-2	-284	-3	-10
CC(=O)Nc1ccc(S(=O)(=O)N(C)CC(=O)OC(C)C(=O)N(C)Cc2ccccc2)cc1 (stereo not given)	-12	1	1	9	6	-3	5	0	4
O=C(CCCc1ccccc1)c1ccc2c(c1)OCCO2	93*	0	-4	-8	8	96*	6	-1	92*
CCN(CC)c1ccc(CNC(=O)C/C(C)=N/NC(=O)COc2ccc(C)cc2Br)cc1	-11	6	-2	16	2	-2	3	2	0
CC(C)(C)OC(=O)C[C@@H]1C/C=C\C[C@H](CC(=O)N[C@H](CO)Cc2ccccc2)C(=O)N[C@@H](Cc2c[nH]c3ccccc23)COC1=O	-2	6	-2	-6	5	6	-13	-8	2
O=C(Cc1ccc(Cl)cc1)Nc1ccccn1	4	1	-6	8	-4	6	9	2	7
COc1cccc(C2c3[nH]c4ccccc4c3CCN2Cc2cccn2-c2ncccn2)c1 (stereo not given)	-1	13	-3	22	0	-2	-38	-35	-22
COc1ccc(-n2c(-c3cccc(OC)c3)nc(=S)c3c2CCCC3)cc1	6	?	-2	13	-7	2	13	1	-11
NC(=O)CSc1nnc(-c2ccccn2)n1N	4	4	-1	3	-4	4	24	0	-11
COc1ccc(S(=O)(=O)N2C3CCC2CC(NC(=O)C2CC2)C3)cc1 (stereo not given)	-2	3	-3	-4	0	-8	16	4	-18
Nc1oc2ccccc2c1C(=O)Cc1ccccc1O[C@@H]1O[C@H](CO)[C@@H](O)[C@H](O)[C@H]1O	-1	7	-5	18	1	7	32	1	-6
COc1ccc(-c2csc3ncnc(N4CCN(CCO)CC4)c23)cc1	5	7	-2	-4	-4	6	10	-4	10
Cc1cc(Cl)ccc1NC(=S)N1CCN(C(=O)c2ccco2)CC1	-9	-2	3	13	-6	5	9	1	-13
COc1ccccc1C(C)NC(=O)CCOc1cccc(C)c1 (stereo not given)	-2	-1	-2	-18	0	4	21	3	13
O=C(O)/C=C/c1ccc2c(-c3ccccc3)onc2c1	-4	-5	2	-13	7	-1	-2	-3	-11
CC(C)(C)NS(=O)(=O)c1ccc(CCC(=O)N2CCCCC2)cc1	-7	-20	0	-8	-5	-8	7	0	-13
CCc1c(O)nc(SCC(=O)Nc2ccc(C)cc2)n(C2CCCCC2)c1=O	-4	1	-2	-37	-6	1	3	13	-8
CC(C)OCCCNC(=O)Cn1ccc2cc(S(=O)(=O)N3CCCCC3)ccc21	-3	-1	-1	5	-1	-3	8	2	0
CCC(CO)N=CC1=C(O)CC(c2ccccc2)CC1=O (stereo not given)	-1	-3	1	-12	-1	5	0	-2	-26
COc1ccc(Cl)cc1NC(=S)NCCSc1ccc(C)cc1	-9	-6	-6	12	9	-5	10	0	-22
COc1ccc(CN(C)C(=O)c2ccccc2Sc2ccccc2C#N)cc1OC	7	-3	1	7	-4	-13	0	0	-4
C=C(C)C(O)COc1c2occc2c(OC)c2ccc(=O)oc12 (stereo not given)	-12	-2	-4	14	-3	-9	-19	-46	10

Screening results deposited in PubChem BioAssay by Sanford-Burnham Center for Chemical Genomics.
